# Screens from PubChem.
# CHT PAM – human CHT allosteric activation; Q9GZV3; CHT-expressing cells, membrane potential dye, choline EC20; hits give high values; LV-AA mutant CHT in HEK293 cells; B-score at 10 µM; 310,000 tested, 0.49% active;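 active = initial fluorescence not abnormally high and integrated response B-score, plate-corrected, over 3 SD above library mean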
# Target sequence (Q9GZV3 whole entry, looked up): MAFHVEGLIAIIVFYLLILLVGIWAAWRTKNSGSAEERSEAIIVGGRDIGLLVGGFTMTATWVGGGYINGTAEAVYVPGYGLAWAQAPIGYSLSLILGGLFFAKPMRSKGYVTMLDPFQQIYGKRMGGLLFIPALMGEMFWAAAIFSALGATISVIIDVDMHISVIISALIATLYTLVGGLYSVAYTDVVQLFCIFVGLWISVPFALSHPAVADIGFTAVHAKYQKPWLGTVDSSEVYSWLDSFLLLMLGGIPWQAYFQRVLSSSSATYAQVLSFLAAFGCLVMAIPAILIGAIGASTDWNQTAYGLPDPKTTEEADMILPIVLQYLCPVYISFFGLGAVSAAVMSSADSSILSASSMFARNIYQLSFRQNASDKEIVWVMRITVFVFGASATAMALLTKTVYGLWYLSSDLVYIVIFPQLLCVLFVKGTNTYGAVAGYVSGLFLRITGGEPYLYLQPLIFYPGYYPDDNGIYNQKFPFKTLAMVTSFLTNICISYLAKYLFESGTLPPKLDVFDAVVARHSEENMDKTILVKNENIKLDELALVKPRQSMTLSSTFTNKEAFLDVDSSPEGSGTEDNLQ
# CHT block – human CHT choline transport inhibition. CHT-expressing cells, membrane potential dye, choline response; hits give low values. B-score at 10 µM. 310,000 tested, 0.86% active. AID 488975;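 active = B-score over 3 SD under the library average, and starting fluorescence ratio not unusually high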;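 also: choline stimulus applied at its EC90 after an EC20 pre-addition; B-score computed on integrated fluorescence ratio after choline addition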
# * = called active by the depositor; i = inactive.
# Each structure is followed by: CHT block	CHT PAM
- Cc1cc(NC(=O)CCCN2C(=O)/C(=C/c3ccccc3Cl)SC2=S)no1
    i	i
- CC(=O)Nc1ccc2[nH]c(C)cc(=O)c2c1
    i	i
- CCc1ccc(-c2n[nH]c(=O)c3ccccc23)cc1
    i	i
- COc1cccc(C(C#N)N2CCCCC2)c1O (configuration not stated)
    i	i
- CCOC(=O)C1=C(c2ccccc2)NC(=O)NC1c1ccc(O)c(Cl)c1 (configuration not stated)
    i	30*
- COc1cc(/C=C/C(=O)c2cccc([N+](=O)[O-])c2)cc(OC)c1OC
    i	i
- CC(C)c1ccc(C2c3[nH]c4ccccc4c3C[C@H]3C(=O)N(c4ccccc4C(=O)N4CCC[C@@H]4C(=O)O)C(=O)N23)cc1 (some centres not stated)
    i	i
- CC(C)c1nc(SCC(=O)NC(=O)NC(C)(C)C)n[nH]1
    i	i
- O=C(CSc1nnnn1C1CCCCC1)NCCc1ccccc1
    i	i
- Cc1ccc(C(=O)NCc2ccccn2)cc1NC1=NC2CS(=O)(=O)CC2S1 (configuration not stated)
    i	i
- Cc1ccc(-c2ccc(/C=N/n3cnnc3)o2)cc1
    i	i
- CC(C)OC(=O)Cn1c(=O)sc2ccccc21
    i	i
- O=C(NCCCN1CCC(Cc2ccccc2)CC1)c1ccc2nc(N3CCOCC3)sc2c1
    i	i
- CC(=O)N1c2ccc(S(=O)(=O)N(C)CC(=O)NCc3ccccc3)cc2CC1C (configuration not stated)
    i	i
- Cc1ccc(-n2c(=O)[nH]cc(C(=O)Nc3ccc4c(c3)OCO4)c2=O)cc1C
    i	i

# No new results follow: two of the compounds above.
# Each structure is followed by: CHT block	CHT PAM
- Cc1cc(NC(=O)CCCN2C(=O)/C(=C/c3ccccc3Cl)SC2=S)no1
    i	i
- CC(=O)Nc1ccc2[nH]c(C)cc(=O)c2c1
    i	i

# The listing continues:
# Each structure is followed by: CHT block	CHT PAM
- Cc1cc(NC(=O)Cc2csc(-c3ccccc3)n2)ccc1Br
    i	i
- CCCCOC(=O)c1ccc(NC(=S)NC(=O)c2ccco2)cc1
    i	i
- Cc1csc(NC(=O)C2CCCCN2S(=O)(=O)c2ccccc2)n1 (configuration not stated)
    i	i
- c1ccc(C(c2nnnn2Cc2cccs2)N2CCN(C3CCCC3)CC2)cc1 (configuration not stated)
    i	i
- Cc1cccc(C)c1OCC(=O)Nc1ccccc1C(=O)N1CCOCC1
    i	i
- COC(=O)Cc1c(C)nc2nc(NCc3ccc(Cl)cc3)[nH]n2c1=O
    i	i
- Nn1c(SCC(=O)Nc2cccc(C(F)(F)F)c2)nncc1=O
    i	i
- CC(=O)Nc1ccc(S(=O)(=O)NCCN2CCNC2=O)cc1Cl
    i	i
- N#C/C(=C(O)\C=C\c1ccccc1)c1nc2ccccc2[nH]1
    i	i
- COc1cccc(OC)c1C(=O)N1CCN(Cc2ccc3c(c2)OCO3)CC1
    i	i
- CCN1CCN(c2nc(-c3ccccc3)c3ccccc3n2)CC1
    i	i
- Cc1ccc(C(=O)N/C(=C\c2ccc(-c3ccc([N+](=O)[O-])cc3)o2)C(=O)NC2CCS(=O)(=O)C2)cc1 (configuration not stated)
    i	i
- CCOC(=O)N/N=C/c1cc(OC)c(O)c(OC)c1
    i	i
- CC(C)C[C@H](NC(=O)C1(c2ccccc2)CCN(C(=O)OC(C)(C)C)CC1)C(=O)N1CCC[C@H]1C(=O)O
    i	i
- O=C(C[n+]1ccccc1)N/N=C/c1ccccc1C(F)(F)F
    i	i
- CCCCN(CC)CCNC(=O)CCNC(=O)Cn1ccc2ccccc2c1=O
    i	i
- O=C(NNC(=S)Nc1ccc(F)cc1)c1ccccc1OC(F)F
    i	i
- COc1ccccc1NCCC(=O)OCC(=O)Nc1ccc(Cl)cn1
    i	i
- CC1CN(c2ccccc2)c2nc3c(c(=O)[nH]c(=O)n3C)n2C1 (configuration not stated)
    i	i
- CCOC(=O)c1c(C)[nH]c(C(=O)CSc2ccc(Cl)cc2)c1C
    i	i
- COc1ccc(C)cc1S(=O)(=O)N(CC(=O)NC1CCCC1)c1ccc(F)cc1
    i	i
- Cc1cc2nc(C3CCCN(C(=S)Nc4ccccc4C)C3)[nH]c2cc1C (configuration not stated)
    i	i
- O=C(Cn1cc(C(F)(F)F)ccc1=O)NCCc1ccc(Cl)cc1Cl
    i	i
- C=CCN(C(=O)CCC(=O)Nc1cc(C)on1)C(C(=O)NC1CCCC1)c1ccc(Cl)cc1 (configuration not stated)
    i	i
- CN1CCc2ccccc2CC1=O
    i	i
- O=C(CSc1nc2[nH]ncc2c(=O)[nH]1)NCc1ccc(F)cc1
    i	i
- Cc1ccc(-n2c(SCC(=O)O)nc3c(sc(=S)n3-c3ccc(C)c(C)c3)c2=O)cc1
    i	i
- CC1CCCN(C(=O)c2cc3c(-c4ccc(Cl)cc4)nn(C)c3s2)C1 (configuration not stated)
    i	i
- COc1cccc(NC2=NC3(CCCCC3)N=C(N)N2)c1
    i	i
- O=C(CCc1nnc2ccc(N3CCC4(CC3)OCCO4)nn12)NCc1ccc(F)cc1
    i	i
- O=c1cc(N2CCN(Cc3ccccc3)CC2)[nH]c(=O)n1-c1cccc(C(F)(F)F)c1
    i	i
- C/C(=N/NC(=O)c1ccccc1O)c1ccc(N2C(=O)C3CCCCC3C2=O)cc1 (configuration not stated)
    i	i
- Cc1c(C(=O)N2CCCC2)oc2c1-c1nn(CC(=O)NCCCN3CCCCC3C)cc1CC2 (configuration not stated)
    i	i
- CCOc1ccc(OCC)c(S(=O)(=O)n2ccnc2C)c1
    i	i
- CCCc1cc(=O)[nH]c(SCC(=O)c2ccc3c(c2)NC(=O)CO3)n1
    i	i
- S=C(NCCc1ccccc1)N/N=C/c1cccc(Cl)c1Cl
    i	i
- O=C(Nc1ccc(Br)cc1)c1ccc(N2C(=O)C3CC=C(Cl)CC3C2=O)cc1 (configuration not stated)
    i	i
- COc1cc([C@@H]2c3cc4c(cc3[C@@H](O[C@@H]3O[C@@H]5CO[C@@H](C)O[C@H]5[C@H](O)[C@H]3O)[C@H]3COC(=O)[C@H]23)OCO4)cc(OC)c1O
    i	i
- CN(CC(=O)Nc1ccc(C#N)cc1)Cc1ccc(Cl)c(Cl)c1
    i	i
- O=C(O)c1cc(-c2cccs2)nn1-c1ccccc1
    i	i
- O=C(CSCCc1ccccn1)Nc1ccc(Br)cn1
    i	i
- Cc1cc(C)c2c(=O)[nH]c(SCC(=O)Nc3ccc(N(C)C)cc3)nc2n1
    i	i
- CC(C)Sc1nc(C(F)(F)F)cc(=O)n1-c1ccccc1
    i	i
- COc1cc(C2/C(=C(\O)c3ccc4c(c3)CC(C)O4)C(=O)C(=O)N2c2nnc(C)s2)cc(OC)c1OC (configuration not stated)
    i	i
- Cc1cc2c(n1-c1ccc(C(=O)O)cc1)CCCCC2
    i	i
- COc1cccc(/C=C/C(=O)OCC(=O)Nc2cccc(S(=O)(=O)N(C)C)c2)c1
    i	i
- COC(=O)c1ccc([C@H](NC(=O)c2ccco2)[C@]2(C)C[C@H]2C2CCCCC2)cc1
    i	i
- O=C(CCC1CCCCC1)Nc1ccccc1O
    i	i
- COc1ccc(CCN(C)C/C=C/c2ccccc2[N+](=O)[O-])cc1OC
    i	i
- Cc1ccc(NC(=O)CCNS(=O)(=O)c2ccccc2)cc1S(=O)(=O)N1CCOCC1
    i	i
- Nc1ccc(O)cc1C(=O)OCC(=O)c1ccc(C2CCCCC2)cc1
    i	i
- Cc1ccccc1NC(=O)/C(C#N)=C\c1cn(CC(=O)O)c2ccccc12
    i	i
- Cc1cc(C)nc(NS(=O)(=O)c2ccc(N/C=C/C(=O)c3ccc(Cl)cc3)cc2)n1
    i	i
- CCOc1ccc(NC2=CC(=O)CCC2)cc1
    i	i
- Cc1ccc(C(=O)N2CCCC(Nc3ccc(C(C)C)cc3)C2)cn1 (configuration not stated)
    i	i
- CCOc1ccc(S(=O)(=O)N(CC)CC)cc1N
    i	i
- CCOc1ccc(CN(C(=O)c2ccccn2)c2ccc(OC)c(Cl)c2)cc1
    i	i
- Cc1ccccc1OCc1nc2ccccc2c(=O)n1NC(=O)c1ccco1
    i	i
- O=c1c2[nH]c3ccccc3c2ncn1CCCn1ccnc1
    i	i
- CCCN1CCC(=NNc2ccc(S(N)(=O)=O)cc2[N+](=O)[O-])CC1
    i	i

# Random excerpt: four compounds from above.
# Each structure is followed by: CHT block	CHT PAM
- CCOc1ccc(S(=O)(=O)N(CC)CC)cc1N
    i	i
- Cc1ccc(NC(=O)CCNS(=O)(=O)c2ccccc2)cc1S(=O)(=O)N1CCOCC1
    i	i
- Cc1cc(C)nc(NS(=O)(=O)c2ccc(N/C=C/C(=O)c3ccc(Cl)cc3)cc2)n1
    i	i
- Nc1ccc(O)cc1C(=O)OCC(=O)c1ccc(C2CCCCC2)cc1
    i	i

# Remaining list, next part.
# Each structure is followed by: CHT block	CHT PAM
- CN(C)CCNC(=O)c1c(CSc2ccccc2)noc1C(=O)NCc1ccccc1
    i	i
- Cc1ccn2cc(CNS(=O)(=O)c3cccs3)nc2c1
    i	i
- COc1cc(OC)c(OC)cc1CNC(=O)c1cc(=O)c2ccccc2o1
    i	i
- CCSc1nnc(-c2ccncc2)n1Cc1ccccc1
    i	i
- O=S(=O)(c1cc(Cl)ccc1Cl)N1CCNCC1
    i	i
- O=C(Cc1ccccc1F)OCC(=O)N1CCN(C(=O)c2ccco2)CC1
    i	i
- COCC1CCCCN1C(=O)c1cccc(OC2CCN(S(C)(=O)=O)CC2)c1 (configuration not stated)
    i	i
- COc1ccc(C2(NC(C)=O)CCN(C(=O)CCC(=O)O)CC2)cc1
    i	i
- CC(C)(C)C(=O)C1=C(O)C(=O)N(Cc2ccccc2)C1c1ccccc1Cl (configuration not stated)
    i	i
- Cn1cc(CN2CCCC(C(=O)Nc3cccc(-n4cccn4)c3)C2)cn1 (configuration not stated)
    i	i
- Cc1nc2ccc(NC(=O)N3CCCCC3)cc2s1
    i	i
- O=C(CCC1CCCN(Cc2ccncc2)C1)NCc1ccc(F)c(F)c1 (configuration not stated)
    i	i
- CCC(=O)N(Cc1cc(=O)[nH]c2ccccc12)c1ccc(OC)cc1
    i	i
- Cc1ccc(NS(=O)(=O)c2c(C)[nH]c(C)c2C(=O)N2CCCCC2)cc1C
    i	i
- COc1ccc(NC(=O)Nc2nc3ccccc3s2)cc1
    i	i
- Cc1ccc(OCC(=O)Nc2ccc(S(=O)(=O)Nc3ccccn3)cc2)cc1
    i	i
- NCCCn1c(C(=O)c2ccc(Cl)cc2)c2ccc(C(F)(F)F)cc2[n+]1[O-]
    -5.1*	i
- Cn1c(N2CCN(C(=O)Nc3ccc(F)cc3)CC2)nc2ccccc21
    i	i
- COC(=O)C1C(O)=C(C=NCC(C)N=CC2=C(O)C(C(=O)OC)C(C)(C)CC2=O)C(=O)CC1(C)C (configuration not stated)
    i	i
- C=CCN1CCN(C(c2ccccc2)c2nnnn2CCC(C)C)CC1 (configuration not stated)
    i	i
- O=C(NCCS(=O)(=O)N1CCN(c2ccccc2)CC1)C1CC(=O)N(c2ccc(F)cc2)C1 (configuration not stated)
    i	i
- COC(=O)c1ccc(CSc2nnc(N)s2)o1
    i	i
- COc1cc(-c2[nH]ncc2CN(C)Cc2cc(C)[nH]n2)cc(OC)c1OC
    i	i
- O=C(CN1C(=O)NC2(CCCC2)C1=O)N1CCN(c2ccccc2O)CC1
    i	i
- Cc1cc(S(=O)(=O)N(C)CCc2ccccc2)ccc1-n1cnnn1
    i	i
- O=C(COc1ccc(S(=O)(=O)N2CCCC2)cc1)NCc1cccnc1
    i	i
- CCC(=O)N1C(C(=O)O)CSC1c1ccc(OC)cc1 (configuration not stated)
    i	i
- COc1ccc(Cc2noc(CN3CCN(c4ccc(Cl)cn4)CC3)n2)cc1OC
    i	i
- O=C(NNS(=O)(=O)c1ccc(Br)cc1)c1ccncc1
    i	i
- COCc1nnc(SCC(=O)NC(C)c2ccccc2)n1-c1ccccc1 (configuration not stated)
    i	i
- CC(=O)NCCc1ccc(S(=O)(=O)Nc2cccnc2)cc1
    i	i
- Cn1c(=O)c2c(nc(N/N=C/c3cccnc3)n2Cc2ccc(F)cc2)n(C)c1=O
    i	i
- CC(=O)c1sc(N/N=C\c2c(O)ccc3ccccc23)nc1C
    i	i
- Cc1ccc(OCC(=O)OCC(=O)Nc2sccc2C(N)=O)cc1C
    i	i
- CCNC(=S)N(CCc1ccccc1C)Cc1cc2cc(OC)c(OC)cc2[nH]c1=O
    i	i
- O=C(NCc1ccc(F)cc1)C1CCCN(S(=O)(=O)c2ccc(Br)s2)C1 (configuration not stated)
    i	i
- CCN(CC)S(=O)(=O)c1ccc2oc(C(=O)NCCCN3CCOCC3)c(C)c2c1
    i	i
- C=CCOc1ccc(NC(=O)C2CC(=O)N(C(C)C)C2)cc1 (configuration not stated)
    i	i
- COc1cc(/C=N/N2CCN(c3ccccc3)CC2)ccc1OC(C)=O
    i	i
- Cc1ccc(CN2CCN(/N=C/c3cc([N+](=O)[O-])ccc3Cl)CC2)cc1
    i	i
- CCc1cc(=O)[nH]c(SCC(=O)Nc2cc(C)on2)n1
    i	i
- O=C(CCSCc1ccc(Cl)cc1)NCc1ccco1
    i	i
- CCN(CC)S(=O)(=O)c1cccc(NC(=O)COC(=O)CCc2nc3ccccc3s2)c1
    i	i
- O=C(NC(=S)NCc1ccc(-c2nc3ccccc3s2)cc1)c1ccco1
    i	i
- Cc1ccc(/C=N/Nc2cn[nH]c(=O)n2)o1
    i	i
- CN1CCC(=C2c3ccccc3C(O)c3ccccc32)CC1 (configuration not stated)
    i	i
- CCOc1cc(C(=O)Nc2cccnc2)cc(OCC)c1OCC
    i	i
- COc1cc(C)nc(Oc2ccc(=O)[nH]n2)n1
    i	i
- CC(CC(=O)Nc1ccncc1)c1ccccc1 (configuration not stated)
    i	i
- O=C(Nc1nccs1)C1CC=CCC1 (configuration not stated)
    i	i
- COc1ccc(C(O)c2ncc(C(F)(F)F)cc2Cl)cc1 (configuration not stated)
    i	i
